Screens (PubChem)
TCR act: T cell receptor activation. 330,000 tested, under 10 active. primary human leukocytes, anti-CD3, IL-2 HTRF, 48 h. AID 504894. Potency, µM (top dose mostly 9.22 µM), inactives show at the top dose activation of IL-2 secretion, actives largely listed as activators; note: % of control where 0% means no effect
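TCR engagement came from a-CD3 beads alone, with compounds added to primary human leukocytes for 48 hr. Secreted IL-2 bridged europium cryptate- and d2-labelled anti-IL-2 antibodies, giving FRET emission at 665nm after 320nm excitation.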
TSHR antag: human thyrotropin receptor antagonism. P16473. TSHR-expressing cells, TSH-stimulated cAMP HTRF, 2 h; active compounds read low. activity change, negative = inhibition, % at 11.5 µM. 330,000 compounds, 0.2% hits. AID 504810;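 active = activity change below a set negative limit, meaning inhibition stronger than a set level, cut at about -70% in these data; inconclusive = activity change between two set negative limits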; note: % is set by controls: 0 for no effect and ±100 for the full control effect
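Cell-based HTRF cAMP assay; TSHR cells + compound, TSH EC80 (4nM final), 2 h, 37 deg C. Lysis with anti-cAMP cryptate and cAMP-d2, 30 min RT, read 665/620 nm.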
ASM inhibitor: blocks human secretory acid sphingomyelinase; P17405; 340,000 compounds, 0.006% hits; placental ASM, HMU-PC fluorogenic substrate, 60 min; Potency, µM (series often up to 57.5 µM), for inactives: at the top dose activity change, negative = inhibition, usual class: inhibitors; note: potency is the fitted concentration of half-maximal effect
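Fluorogenic HMU-PC substrate (9 uM final) is turned over by placental ASM in 60 min at 37 C after a 10 min compound preincubation. Reaction ended by alkaline stop (pH 10), with fluorescence read at 386/447 nm.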
Eya2 phos inh: blocks the phosphatase activity of human Eya2 | Potency, µM (top dose mostly 76.9 µM), without a hit: top-dose activity, negative = inhibition, usual class: inhibitors | recombinant Eya2, OMFP fluorescence dephosphorylation (OMFP is methylfluorescein phosphate) | 330,000 compounds, 0.006% hits | O00167; note: potency is the fitted concentration of half-maximal effect; % is set by controls: 0 for no effect and ±100 for the full control effect
Target sequence (O00167 whole entry, looked up): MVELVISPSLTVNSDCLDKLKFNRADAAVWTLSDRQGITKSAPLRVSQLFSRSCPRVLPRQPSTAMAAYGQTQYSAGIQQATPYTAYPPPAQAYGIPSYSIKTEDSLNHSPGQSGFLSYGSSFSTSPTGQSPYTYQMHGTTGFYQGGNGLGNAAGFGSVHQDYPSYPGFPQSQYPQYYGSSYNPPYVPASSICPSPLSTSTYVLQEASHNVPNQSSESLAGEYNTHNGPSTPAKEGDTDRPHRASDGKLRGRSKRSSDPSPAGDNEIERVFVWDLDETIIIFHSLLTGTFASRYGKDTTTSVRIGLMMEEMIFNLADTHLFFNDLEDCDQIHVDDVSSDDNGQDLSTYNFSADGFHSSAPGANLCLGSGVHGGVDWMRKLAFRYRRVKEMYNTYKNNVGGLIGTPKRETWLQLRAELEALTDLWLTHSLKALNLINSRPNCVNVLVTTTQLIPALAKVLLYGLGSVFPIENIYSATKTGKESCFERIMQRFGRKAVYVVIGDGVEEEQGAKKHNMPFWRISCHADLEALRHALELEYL
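Eya2 (0.2 uM) preincubated 10 min at ambient with compound, then OMFP substrate added at 50 uM; 10 min reaction in 50 mM HEPES pH 7.5, 50 mM NaCl, 5 uM MgCl2, 0.05% BSA, 1 mM DTT. Fluorescence read at Ex 485/Em 525 nm.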
Tb PFK block: inhibitors of T. brucei phosphofructokinase; Potency, µM (top dose mostly 57.5 µM), for inactives: at the top dose activity, negative = inhibition, most hits filed as inhibitors; AID 485367; T. brucei PFK, ADP-Glo luminescence; O15648; 330,000 compounds, 0.17% hits;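 note: potency is the fitted concentration of half-maximal effect; 0% = uninhibited 1x PFK enzyme wells and -100% = no-enzyme wells; nearly all actives have a fitted effect of over 60% in size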
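In TEA buffer at pH 8.0 with 5 mM MgCl2, enzyme (1.25 nM) converted F6P (0.5 mM) and ATP (0.1 mM) for 45 min at room temperature. ADP product was read by luciferase luminescence.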
ELG1 repair inh: ELG1-dependent DNA repair inhibition; HEK293T ELG1-luciferase reporter, luminescence, 16 h; DNA damage induced by 5-fluorouridine; Potency, µM (series often up to 46.1 µM), without a hit: at the top dose activity change, negative = inhibition, most hits filed as inhibitors; 330,000 compounds, 2.3% hits; note: potency is the fitted concentration of half-maximal effect; % is set by controls: 0 for no effect and ±100 for the full control effect; nearly all actives have a fitted effect of over 55% in size
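In this reporter screen, reduction of luminescence relative to DMSO vehicle indicated activity. Compounds and 5-fluorouridine were added together to 2,000 cells per well, incubated for 16 hr at 37 °C, then developed with ONE-Glo.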
Mito fusion act: inhibitors of mitochondrial division or activators of mitochondrial fusion; S. cerevisiae fusion-defective mutant growth rescue, CellTiterGlo 48 h; Potency, µM (top dose mostly 46.1 µM), for inactives: at the highest dose growth rescue (activation), usual class: activators; 320,000 compounds, 0.23% hits;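 note: potency is the fitted concentration of half-maximal effect; % of control where 0% means no effect; nearly all actives have a fitted effect of over 45% in size; temperature-sensitive fusion mutants such as fzo1-1 at 37 °C on non-fermentable ethanol glycerol medium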
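Growth-rescue viability read-out: after 48 h at the non-permissive 37C in glycerol/ethanol YPEG, yeast mitochondrial fusion mutants are measured by CellTiterGlo luminescence; compounds (23 nl pinned per well) restoring growth score as division inhibitors or fusion activators.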
TSG101-PTAP inh: blocks PTAP/TSG101 interaction to inhibit HIV-1 budding. Potency, µM (titrated, usually from 115 µM), for the others: top-dose activity change, negative = inhibition, most hits filed as inhibitors. AID 493005. Fluorescence polarization, FITC-PTAP peptide / Tsg101 binding. Q99816. 340,000 tested, under 10 active; active = well fitted inhibition curve with a large enough effect in the main read-out, with a control signal flat, not every such curve was filed as active; inconclusive = small, poorly fitted or top-dose-only effect, or effect the other way, or a change in a side signal; inactive = no such curve, though single readings can be large or run the other way; note: potency is the fitted concentration of half-maximal effect; % of control where 0% means no effect
Target sequence (Q99816 whole entry, looked up): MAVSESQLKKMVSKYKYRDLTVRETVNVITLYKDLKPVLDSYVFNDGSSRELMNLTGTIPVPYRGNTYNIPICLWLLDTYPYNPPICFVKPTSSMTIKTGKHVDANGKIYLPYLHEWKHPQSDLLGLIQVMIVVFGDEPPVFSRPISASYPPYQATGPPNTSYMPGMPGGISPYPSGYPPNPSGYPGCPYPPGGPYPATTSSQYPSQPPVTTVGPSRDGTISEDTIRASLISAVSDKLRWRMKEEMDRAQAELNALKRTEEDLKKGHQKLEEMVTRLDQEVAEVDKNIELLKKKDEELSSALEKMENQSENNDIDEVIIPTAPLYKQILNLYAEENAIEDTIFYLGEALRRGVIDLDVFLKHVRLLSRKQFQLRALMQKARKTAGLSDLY
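Tsg101 binding domain (10 uM final) was mixed with compound and a FITC-labeled PTAP peptide (50 nM final) in HEPES pH 7.5 buffer with NaCl, Tween 20, EDTA and TCEP; fluorescence polarization was read after 20 min at r.t.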
Integrin act MD: activates integrin-mediated alleviation for muscular dystrophy. alpha7betagal myoblasts, beta-gal FDG fluorescence, 48 h. Potency, µM (doses to about 38.3 µM), without a hit: at the highest dose activation, usual class: activators. 350,000 compounds, 0.064% hits;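 note: potency is the fitted concentration of half-maximal effect; 100% = response of the positive control SU9516; nearly all actives have a fitted effect of over 60% in size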
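Alpha7betagal+/- myoblasts (passage 13) were plated 16-24 hr, then exposed to compounds (1:260 dilution of DMSO stock) for 48 hours at 37C. After MPER lysis, β-galactosidase reporter activity was read as FDG fluorescence (ex 480/em 540) after 30 minutes.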
BCR signal inh: inhibitors of chronic active B-cell receptor signaling. ABC-DLBCL IkBa-CBG/CBR reporter, luminescence ratio, 4 h. 340,000 compounds, 0.05% hits. Potency, µM (highest dose often 46.1 µM), for the others: at the top dose ratio change, negative = lower green/red ratio, most hits filed as inhibitors. AID 493014; active = well fitted inhibition curve with a large enough effect in the signal ratio, with a control signal flat, not every such curve was filed as active; inconclusive = small, poorly fitted or top-dose-only effect, or effect the other way, or a change in a side signal; the % refers to the signal ratio;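 note: potency is the fitted concentration of half-maximal effect; plate controls were basal doxycycline-induced cells for no effect and cells given 10 µM MG132 for full effect; MG132 reads +100%, hits lower the ratio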
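Compounds up to 46 uM were incubated four hours with TMD8 cells whose green CBG68 luciferase is fused to IkappaBalpha; red CBR luminescence normalised the signal, and concentration-effect curves were fitted to fusion, red and ratio data.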
AT treatment: potential ataxia-telangiectasia treatment; Potency, µM (titrated, usually from 57.5 µM), for the others: at the highest dose activation, actives largely listed as activators; 320,000 compounds, 0.19% hits; AID 485349; […] A-T fibroblasts, KAP-1 phosphorylation AlphaLISA; neocarzinostatin DNA damage 30 min before lysis; note: potency is the fitted concentration of half-maximal effect; % of control where 0% means no effect; nearly all actives have a fitted effect of over 45% in size
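ATM-like activity read as KAP-1 phosphorylation via AlphaLISA donor/acceptor antibody pairs after lysis and 6 hr at 25C. Cells were ATM-null patient fibroblasts ([…], hTERT), dosed 60 min, then exposed to the DSB inducer NCS for 30 min.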
An asterisk follows results filed as active; i = inactive; ? = inconclusive; / = no result given; & = joins results of further samples; [ ] = another dose, or the depositor's remark. Unless noted, calls come from the whole dose curve; as a rule, active = well fitted curve in the direction sought with a large enough effect; inconclusive = small, poorly fitted or top-dose-only effect, or another doubt; inactive = no such curve, though single readings can be large; an effect the other way counts as inactive or inconclusive.

structure	TCR act	TSHR antag	ASM inhibitor	Eya2 phos inh	Tb PFK block	ELG1 repair inh	Mito fusion act	TSG101-PTAP inh	Integrin act MD	BCR signal inh	AT treatment
O=C(CN1C(=O)c2cccc3cccc1c23)NC1CCCCC1	3%	1	136%[activator]	-25%	-2%	14%	7%	1%	7%	-1%	10%
CC1CCN(S(=O)(=O)c2cnc[nH]2)CC1	-1%	-2	-16%	6%	-1%	2%	3%	1%	12%	2%	-9%
CCCCCn1c(=NC(=O)c2ccco2)c(C(=O)OCC)cc2c(=O)n3ccccc3nc21	-1%&-4%	-9	150%[activator]	-7%	4%	?	10%	-2%&-10%	-14%&-13%	1%	-5%
O=C(/C=C/c1ccco1)N1CCN(S(=O)(=O)/C=C/c2ccccc2)CC1	/	16	-4%	2%	-20%	?	6%	1%	-20%	?	4%
CC1CN(c2cc(-c3ccccc3)c3ccccc3n2)CC(C)O1 (configuration not stated)	-18%	-13	119%[activator]	7%	5%	-6%	2%	-2%	-24%	?	/
CCOC(=O)c1c(C)n(C)c2ccc(OCC(N)=O)cc12	-3%	-7	1%	?	0%	0%	-13%	0%	17%	-1%	8%
O=C(O)CCCNS(=O)(=O)/C=C/c1ccccc1	3%	-5	2%	3%	-3%	11%	-2%	-2%	6%	4%	-1%
CCCCn1nc(C(=O)N[C@@H](CCSC)c2nc3ccccc3[nH]2)c2ccccc2c1=O	4%	/	-13%	/	/	/	14%	-1%	24%	/	/
COc1ccc(C2=NOC(C(=O)N3CCN(C(=O)c4ccco4)CC3)C2)cc1OC (configuration not stated)	-3%	0	-7%	11%	-9%	?	?	0%	21%	2%	13%
COc1ccc(/C=C/C(=O)c2ccc3c(c2)OCO3)cc1OC	-3%	-13	19%	-2%	1%	1%	1%	-2%	-17%	?	-7%
COc1ccccc1CNC(=O)C(C)Oc1ccccc1 (configuration not stated)	-7%	-3	0%	4%	2%	-3%	2%	-4%	30%	2%	6%
CC(C)[C@H](NC(=O)c1ccc(Cl)cc1)C(=O)OCC(=O)N1CCN(c2ccccc2)CC1	-2%	-7	4%	5%	0%	?	/	0%	-45%	-12%	16%
Cc1ccc2oc(=O)cc(CN3CCC(C)CC3)c2c1	2%	-1	-2%	1%	-1%	?	-12%	-10%	0%	0%	0%
COc1ccc(-c2[nH]nc(-c3ccccc3)c2-c2nc3ccccc3[nH]2)cc1	0%	4	?	-6%	1%	-15%	0%	-4%	15%	3%	7%
Cc1cc(C(F)(F)F)nn1CC(=O)Nc1ccc(Br)c2cccnc12	0%[46.1 µM]	-11	-8%	-3%	-3%	1%	-3%	-10%	-2%	8%	6%
CC(C)NC(=O)c1ccccc1NC(=O)C(C)Oc1ccccc1 (configuration not stated)	-21%	8	0%	?	2%	-4%	3%	1%	12%	2%	2%
CCn1cc(/C=N/O)c(C)n1	3%	16	-3%	-1%	-5%	0%	-3%	-1%	-12%	-1%	-2%
Cc1cc(C)c(S(=O)(=O)N2CCCc3ccccc32)c(C)c1	-2%	-11	-3%	-14%	9%	-5%	-16%	-2%	-36%	3%	8%
Nn1cnc2c(c1=O)C1(CCCCC1)Cc1ccccc1-2	-5%[46.1 µM]	-21	1%	0%	0%	-4%	-10%	-4%	13%	3%	5%
CCOC(=O)c1c(NC(=O)c2ccco2)sc2c1CCCC2	/	-4	154%[activator]	8%	4%	2%	3%	-4%	-6%	-2%	4%
C=CCn1c(SCC(=O)Nc2cc3oc4ccccc4c3cc2OC)nnc1-c1cnccn1	-1%	-1	-13%	23%	-4%	12µM*	-6%	1%	-39%	10%	-4%
O=C(Nc1ccc2c(c1)C(=O)NC2=O)c1ccc(Cl)s1	4%	-1	45%	2%	1%	6%	1%	-3%	-16%	6%	4%
CCS(=O)(=O)Nc1ccc(C(=O)CC2(O)C(=O)Nc3ccccc32)cc1 (configuration not stated)	/	4	3%	-20%	-6%	1%	-4%	-14%	-20%	-3%	5%
N#Cc1ccc(CSc2nnc(-c3cccs3)n2-c2ccccc2)cc1	/	-8	-2%	8%	-3%	21µM*	-3%	-13%	19%	-5%	0%
O=C(Oc1ccc2c(=O)c(Oc3ccc4ccccc4c3)coc2c1)c1cncc(Br)c1	-4%	-2	9%	-30%	1%	?	6%	-5%	14%	13%	6%

Remaining list, next part.
structure	TCR act	TSHR antag	ASM inhibitor	Eya2 phos inh	Tb PFK block	ELG1 repair inh	Mito fusion act	TSG101-PTAP inh	Integrin act MD	BCR signal inh	AT treatment
Cc1ccc(SC(C)C(=O)Nc2ccccc2C(=O)N2CCOCC2)cc1 (configuration not stated)	-3%	2	0%	16%	0%	-6%	0%	-3%	-17%	?	1%
[2H]C(CCOS(N)(=O)=O)c1ccccc1 (configuration not stated)	-1%	6	4%	6%	-2%	1%	-1%	4%	19%	24%	-3%
Cc1ncc(CO)c(/C=N/NC(=O)c2ccoc2C)c1O	-32%	-9	324%[activator]	8%	-7%	?	-6%	-1%	11%	?	4%
NC(=O)COC(=O)CCCc1nc2ccccc2s1	10%	9	3%	13%	0%	22%	-1%	-8%	-24%	?	3%
O=C(CN1CCN(c2ccccc2)CC1)Nc1ccncc1	-2%	-11	-2%	2%	0%	-15%	0%	1%	8%	0%	-1%
O=C(Cc1ccc(Cl)cc1)NNc1c(F)c(F)cc(F)c1F	2%[46.1 µM]	-5	-1%	4%	-14%	3%	5%	-7%	6%	?	18%
Cc1ccccc1NC(=O)CN1CCN(C(=O)c2ccco2)CC1	-4%	39	3%	10%	1%	2%	3%	-2%	4%	1%	14%
O=c1cc(Nc2ccc3c(c2)OCCO3)[nH]c(=O)n1Cc1ccc(F)cc1	0%[46.1 µM]	23	0%	8%	0%	?	-2%	-11%	34%	12%	/
COc1ccccc1-c1nc(SCC(=O)N2CCC(C(N)=O)CC2)n[nH]1	9%	9	3%	-9%	3%	14%	0%	0%	-14%	-10%	1%
O=C1CC(Sc2nnnn2C2CCCCC2)C(=O)N1c1ccccc1 (configuration not stated)	4%	8	1%	-25%	0%	3%	3%	-4%	-63%[inhibitor]	-2%	-3%
O=C(Cn1cnc2c(OCc3ccccc3)ncnc21)NCC1CCCO1 (configuration not stated)	13%	-3	-2%	-6%	-1%	0%	/	-5%	-7%	3%	10%
O=C(CN1C(=O)NC2(CCCC2)C1=O)Oc1ccc2ccc(=O)oc2c1	/	0	i	5%	13%	18%	-4%	0%	24%	-3%	4%
O=C(CNC(=O)c1nc[nH]c1C(=O)NCc1ccccc1)OCc1ccccc1	-7%	-14	1%	2%	2%	-20%	-1%	-1%	8%	-22%	-2%
Cc1ccc(N2CC(C(=O)NC3=NCCS3)CC2=O)cc1 (configuration not stated)	/	-7	0%	5%	1%	5%	2%	-4%	3%	-19%	/
COC(=O)c1noc(C)c1-c1ccnn1C(=O)c1ccc(Cl)cc1	7%	4	4%	-10%	-1%	3%	2%	0%	-20%	7%	11%
COc1ccc(S(=O)(=O)Nc2cc3c4c(c2)CCN4C(=O)CC3)cc1OC	-3%	2	0%	-2%	1%	6%	3%	-3%	0%	-6%	0%
CCOc1ccc(S(=O)(=O)N2CCCC(C(=O)NCc3cccnc3)C2)cc1Cl (configuration not stated)	-3%	3	2%	-1%	0%	-29%	-3%	-7%	-23%	-5%	2%
CCCCC(=O)NC1=C(C(=O)OC)SCC1	2%[46.1 µM]	4	0%	-3%	-6%	1%	8%	1%	1%	-8%	-1%
C=CCCCCCCCCC(=O)NN	0%	-3	-4%	-1%	-3%	2%	1%	-2%	2%	7%	-9%
COc1ccc(N2CCN(CCNC(=O)Nc3ccc(C)c(Cl)c3)CC2)cc1	-4%	5	-2%	-11%	-2%	-22%	-37%[inhibitor]	-4%	-63%[inhibitor]	-2%	-2%
O=C(CN1CCN(C2CCCCC2)CC1)c1c[nH]c2ccccc12	-1%	17	5%	0%	-2%	5%	-2%	-2%	-15%	?	8%
